High-throughput results as filed in PubChem.
Tb PGK inh = inhibitors of T. brucei phosphoglycerate kinase | PGK/GAPDH coupled, Kinase-Glo luminescence, 60 min | AID 602233 | hit rate 0.043% among 380,000 | Potency, µM (series often up to 57.5 µM), for inactives: at the highest dose activity change, negative = inhibition, actives largely listed as inhibitors | P07378; also: potency is read from the fitted curve at half-maximal effect; % is scaled to controls: 0 for no effect and ±100 for the full control effect; nearly all actives have a fitted effect of over 60% in size
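Luminescent ATP detection (Kinase-Glo Plus) follows a 60-minute room-temperature incubation, with wells lacking PGK as controls. Buffer: 100 mM TEA (pH 7.6), 5 mM MgCl2, 0.01% Tween-20. Coupling enzyme GAPDH (100 nM final) supplies unstable 1,3-BPG in-well.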
POLH inh = inhibitors of human DNA polymerase eta; Q9Y253; recombinant Pol eta, fluorescent DNA replication assay; Potency, µM (series often up to 114 µM), for the others: at the highest dose activity change, negative = inhibition, hits mostly inhibitors; hit rate 1.2% among 390,000; AID 588591; also: potency is read from the fitted curve at half-maximal effect; % is scaled to controls: 0 for no effect and ±100 for the full control effect
Target sequence (Q9Y253 whole entry, looked up): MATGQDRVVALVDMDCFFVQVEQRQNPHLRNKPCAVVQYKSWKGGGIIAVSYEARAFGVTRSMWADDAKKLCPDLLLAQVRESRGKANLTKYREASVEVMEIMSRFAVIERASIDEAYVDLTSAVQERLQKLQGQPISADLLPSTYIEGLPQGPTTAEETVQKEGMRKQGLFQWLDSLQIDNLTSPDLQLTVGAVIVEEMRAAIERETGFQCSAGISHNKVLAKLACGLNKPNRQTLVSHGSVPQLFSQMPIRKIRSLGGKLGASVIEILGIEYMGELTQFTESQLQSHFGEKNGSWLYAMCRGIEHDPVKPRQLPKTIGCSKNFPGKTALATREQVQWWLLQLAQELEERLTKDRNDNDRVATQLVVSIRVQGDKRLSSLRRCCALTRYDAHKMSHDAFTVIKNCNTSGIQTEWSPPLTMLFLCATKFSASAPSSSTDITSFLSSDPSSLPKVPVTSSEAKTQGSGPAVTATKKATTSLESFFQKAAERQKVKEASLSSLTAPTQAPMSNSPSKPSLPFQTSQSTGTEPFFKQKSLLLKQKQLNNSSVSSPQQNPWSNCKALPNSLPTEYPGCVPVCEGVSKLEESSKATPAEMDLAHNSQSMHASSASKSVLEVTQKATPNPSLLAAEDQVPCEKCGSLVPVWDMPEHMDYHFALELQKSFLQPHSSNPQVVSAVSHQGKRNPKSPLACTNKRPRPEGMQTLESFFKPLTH
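Fluorescent replication assay: 50 nM final substrate added after a 15 min room-temperature compound preincubation with 10 nM enzyme. Signal taken at 0 min and again at 10 min.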
POLK inh = inhibitors of human DNA polymerase kappa | Q9UBT6 | purified Pol kappa, fluorescent DNA synthesis assay, 10 min | Potency, µM (doses to about 107 µM), inactives show top-dose activity, negative = inhibition, most hits filed as inhibitors | hit rate 0.53% among 400,000 | AID 588579; also: potency is read from the fitted curve at half-maximal effect; % is scaled to controls: 0 for no effect and ±100 for the full control effect
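Enzyme at 10 nM met test compounds for 15 min at room temperature. Substrate addition (50 nM final) began the reaction, which was monitored by fluorescence at 0 and 10 min.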
APEX1 inh = blocks human APE1 abasic DNA cleavage | P27695 | recombinant APE1, TAMRA/BHQ-2 abasic DNA cleavage fluorescence | Potency, µM (series often up to 65.8 µM), for inactives: at the highest dose activity change, negative = inhibition, actives largely listed as inhibitors | hit rate 0.35% among 350,000;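 also: potency is read from the fitted curve at half-maximal effect; plate controls were vehicle for no effect and reference inhibitor for full effect; nearly all actives have a fitted effect of over 55% in size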
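Substrate: short duplex with […] THF abasic site, 5'-TAMRA and 3'-BHQ-2, 50 nM final. APE1 at 0.75 nM, preincubated 15 min RT with compound. Fluorescence increase from first to third read measured activity.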
POLB inh = DNA polymerase beta (human) inhibition; Potency, µM (titrated, usually from 114 µM), without a hit: at the highest dose activity change, negative = inhibition, hits mostly inhibitors; P06746; Pol beta primer extension/strand displacement, fluorescence kinetic; hit rate 1.3% among 340,000; also: potency is read from the fitted curve at half-maximal effect; % is scaled to controls: 0 for no effect and ±100 for the full control effect
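Pol beta (10 nM) was preincubated with compound for 15 min at room temperature. The reaction was then started with 50 nM substrate and read immediately and after a further 10 min at room temperature.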
BLM helicase inh = inhibitors of human Bloom syndrome helicase BLM; recombinant BLM DNA unwinding, fluorescence dequenching; Potency, µM (titrated, usually from 56.1 µM), without a hit: at the top dose activity change, negative = inhibition, hits mostly inhibitors; hit rate 0.2% among 350,000; AID 2528;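 also: potency is read from the fitted curve at half-maximal effect; plate controls were vehicle for no effect and no enzyme for full effect; nearly all actives have a fitted effect of over 35% in size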
Apoferritin bind = binds horse apoferritin like a general anesthetic | P02791 | apoferritin/1-aminoanthracene competitive binding, fluorescence | Potency, µM (highest dose often 77.5 µM), for inactives: at the top dose activity change, negative = displacement, usual class: inhibitors | hit rate 0.074% among 350,000; also: potency is read from the fitted curve at half-maximal effect; % is scaled to controls: 0 for no effect and ±100 for the full control effect; nearly all actives have a fitted effect of over 20% in size
Target sequence (P02791 2-175 limits assumed): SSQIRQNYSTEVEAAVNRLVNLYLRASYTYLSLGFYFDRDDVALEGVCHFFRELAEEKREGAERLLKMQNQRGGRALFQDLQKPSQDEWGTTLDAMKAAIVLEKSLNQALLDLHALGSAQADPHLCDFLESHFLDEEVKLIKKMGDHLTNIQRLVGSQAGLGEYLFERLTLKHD
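Horse-spleen apoferritin (10 uM) was mixed with 50% saturated 1-aminoanthracene in PBS, exposed to compounds for 10 min at room temperature, and read for fluorescence (ex 380 nm, em 535 nm). Competitive displacement was fitted with a four-parameter Hill equation.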
RXFP1 antagonist = antagonists of human relaxin receptor RXFP1 | HEK293-RXFP1, relaxin-stimulated cAMP HTRF, 30 min; active compounds read low | Q9HBX9 | activity change, negative = inhibition, % at 57.5 µM | hit rate 0.59% among 350,000 | AID 1259400;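 active = activity change of -60% or lower, but not beyond a set lower limit; inconclusive = change between -60% and -40%, or beyond the set limit; inactive = change above -40%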; also: % is scaled to controls: 0 for no effect and ±100 for the full control effect
POLI inh = DNA polymerase iota (human) inhibition | Pol iota fluorescent replication assay, 10 min | Q9UNA4 | Potency, µM (top dose mostly 115 µM), without a hit: at the top dose activity, negative = inhibition, most hits filed as inhibitors | hit rate 1% among 390,000; also: potency is read from the fitted curve at half-maximal effect
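Pol iota at 10 nM preincubated 15 min with compounds at room temperature; reaction started with fluorescent substrate, 50 nM final. Fluorescence read kinetically at 0 and 10 min; buffer-only wells as negative control.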
Numbers without * were called inactive; i = inactive; ? = inconclusive; nt = not tested or not shown; & = joins results of further samples; [ ] = dose if it differs, or a comment. Unless noted, calls follow the shape of the dose curve; as a rule, active = well fitted curve in the direction sought with a large enough effect; inconclusive = small, poorly fitted or top-dose-only effect, or another doubt; inactive = no such curve, though single readings can be large; an effect the other way counts as inactive or inconclusive. Some of the compounds tested; the hit share may differ from the screen's.

Start of the listing, in advance (2 entries):
SMILES | Tb PGK inh | POLH inh | POLK inh | APEX1 inh | POLB inh | BLM helicase inh | Apoferritin bind | RXFP1 antagonist | POLI inh
Cc1nc(-c2cccc(N)c2)cs1 | 2.3% | -1.9% | 4.0% | -2.0% | -4.6% | 3.0% | -9.0% | nt | -2.7%
COc1ccc(CCNC(=O)CN2CCC(C)CC2)cc1OC | -5.6% | 15.6% | -19.3% | 0.2% | 5.0% | -6.3% | -22.3% | -0.1 | 13.4%

The list itself, from the start:
SMILES | Tb PGK inh | POLH inh | POLK inh | APEX1 inh | POLB inh | BLM helicase inh | Apoferritin bind | RXFP1 antagonist | POLI inh
Cc1nc(-c2cccc(N)c2)cs1 | 2.3% | -1.9% | 4.0% | -2.0% | -4.6% | 3.0% | -9.0% | nt | -2.7%
COc1ccc(CCNC(=O)CN2CCC(C)CC2)cc1OC | -5.6% | 15.6% | -19.3% | 0.2% | 5.0% | -6.3% | -22.3% | -0.1 | 13.4%
O=C(NCc1cccs1)C1CCCN(C(=O)Nc2ccccc2)C1 (stereo not given) | -4.9% | -16.8% | -5.1% | -9.1% | 1.2% | -1.2% | -2.9% | -4.5 | -12.8%
Cc1cc2c(cc1C)C(c1ccccc1OC(C)C)CC(=O)N2 (stereo not given) | -4.0% | -21.8% | -14.7% | 29.7% | -1.1% | -5.9% | 18.5% | -18.2 | -12.8%
COc1cc(Br)c(C(C)NC(=O)c2cccc(Br)c2)cc1OC (stereo not given) | i | -5.5% | -26.8% | -12.9% | 3.8% | -3.2% | -21.6% | -0.6 | -24.2%
CCCCn1c(SCn2nnc3ccccc3c2=O)nc2cc(C(=O)OC)ccc2c1=O | nt | nt | nt | 4.2% | -1.2% | -0.7% | -15.0% | nt | nt
C=CCn1c(=O)/c(=C/c2ccc(Cl)cc2)s/c1=C(\C#N)c1nnc2n1CCCCC2 | -1.2% | -23.0% | -0.4% | nt | nt | nt | nt | ? | 17.7%
COCCCn1c(=O)c2ccccc2n(Cc2ccccc2)c1=O | -4.0% | 1.3% | 2.9% | 8.1% | 5.5% | -4.1% | -14.3% | 3.8 | 19.9%
COc1ccc(C2C(C(=O)NCCN3CCOCC3)c3ccccc3C(=O)N2C)cc1OC (stereo not given) | -0.3% | -0.2% | -10.0% | 0.8% | 35.9% | -1.0% | -6.6% | 12.3 | 5.7%
CCNc1nc(NC#N)nc(SCC(=O)OCC)n1 | -3.7% | -17.7% | -8.0% | ? | 1.2% | 1.0% | -5.9% | -1.9 | 3.1%
COc1ccc(NC(=O)C2CCCN(S(=O)(=O)c3ccc4c(c3)CC(C)N4C(C)=O)C2)cc1 (stereo not given) | -2.0% | -5.8% | 10.1% | 30.9% | -1.5% | -5.4% | -19.8% | 9.0 | 36.0%[activator]
Cc1ccccc1C(=O)Nc1nnc(S(=O)(=O)N2CCCCCC2)s1 | 7.0% | -6.6% | -14.2%&-9.8% | 10.0% | 7.0%&-27.1% | -0.4%&-4.1% | -23.3%&-8.1% | 8.8 | 4.3%&11.0%
C=CCNc1sc(C(=O)c2ccc(Br)s2)c(N)c1C#N | -7.6% | -7.2% | 0.0% | 21.5% | 2.1% | -4.3% | -5.9% | -18.5 | 7.0%
Cc1ccc(C2NC(c3ccc(C)cc3)C(C)C(=NO)C2C)cc1 (stereo not given) | -8.6% | -11.9% | -7.7% | 4.5% | 11.7% | -13.4% | -19.0% | -30.3 | -15.0%
O=C(CCC(=O)N1CCOc2ccccc21)NCc1cccnc1 | 8.5% | -14.1% | -15.4% | 2.6% | 36.3% | -0.2% | -11.9% | 1.8 | -13.3%
COc1ccc(N2Cc3ccccc3C2=NC(=O)c2cccc([N+](=O)[O-])c2)cc1 | -1.0% | ? | -15.1% | -1.7% | 9.9% | -1.8% | -9.1% | -3.4 | 9.1%
CC(Sc1ccccn1)C(=O)Nc1ccccc1 (stereo not given) | -1.1% | -0.8% | 1.4% | -0.7% | -7.2% | -1.9% | 6.4% | -4.4 | -0.2%[58.9 µM]
CCC1=NN(S(=O)(=O)c2ccc(C)cc2)C(O)(C(F)(F)F)C1 (stereo not given) | -9.2% | -17.7% | 2.0% | -5.7% | 1.3% | -5.9% | -2.8% | -4.5 | 37.6%[activator]
Cc1cc2oc(C(=O)N3CCN(CCc4ccccn4)CC3)c(C)c2cc1C | -2.7% | -18.4% | 1.9% | 48.7%[activator] | -4.7% | 0.0% | -8.4% | -1.8 | ?
O=C(COC(=O)/C=C/c1ccc2c(c1)OCO2)NC1CC1 | 4.6% | -9.9% | -7.3% | 2.2% | -25.3% | -1.8% | -14.1% | 7.0 | -7.0%
COc1ccc(N(CC(=O)Nc2ccccc2C(=O)O)S(=O)(=O)c2ccc(C)c([N+](=O)[O-])c2)cc1 | -7.6% | -15.4% | -5.2% | 1.9% | ? | -5.9% | -10.3% | -8.7 | 14.4%
CC1CCN(S(=O)(=O)c2ccc3c(c2)N(CC(=O)N2CCN(c4ccc(Cl)cc4)CC2)C(=O)CO3)CC1 | -1.9% | -19.4% | -1.3% | nt | 14.7% | -9.0% | -9.6% | nt | 46.1%[activator]
CCOC(=O)c1ccccc1NC(=O)CN1CCCN(Cc2cccc(Cl)c2)S1(=O)=O | -8.4% | -15.7% | -0.5% | nt | 6.6% | -8.6% | 40.6%[activator] | -26.7 | 16.6%
COn1c(-c2ccc(Cl)cc2)nc2ccc(Cl)cc21 | -4.0% | 0.8% | -5.2% | -1.1% | 12.0% | -5.1% | -20.9% | -29.5 | -8.1%
O=C(CCCOc1ccccc1)N1CCN(S(=O)(=O)c2ccc(Cl)cc2)CC1 | -2.1% | -14.4% | 5.1% | 19.8% | nt | nt | nt | -11.6 | -5.8%
Cc1ccc(C)c(N2CC(=O)N(c3cc(C)ccc3C)CC2=O)c1 | -6.6% | -1.6% | -5.7% | -3.3% | 7.2% | -1.7% | -2.3% | 8.8 | 4.6%
N/C(=N\OC(=O)COc1ccc([N+](=O)[O-])cc1)c1ccc(Br)cc1 | nt | nt | nt | 10.4% | 0.9% | -2.9% | -3.2% | nt | nt
COCCCNC(=O)CSc1nc2ccccc2c(=O)n1CCCC(=O)NCC1CCCO1 (stereo not given) | -0.5% | -18.4% | -4.2% | -0.9% | 1.1% | -2.0% | -13.2% | -0.1 | 25.2%
COC(=O)c1cc2occc2n1Cc1c(F)cccc1Cl | nt | nt | nt | 3.8% | -8.1% | -3.6% | -7.1% | nt | nt
c1ccc(-c2c(-c3ccccc3)n(Cc3ccco3)c3ncnc(NCCCn4ccnc4)c23)cc1 | 4.3% | -14.8% | -15.9% | ? | 5.5% | -22.4% | 39.8%[activator] | -65.2* | 14.7%
CC(C)(C)c1ccc(C(=O)Nc2ccc(S(=O)(=O)Nc3cnc4ccccc4n3)cc2)cc1 | i | ? | -3.8% | 19.7% | ? | -3.9% | -5.4% | -13.2 | 38.1%[activator]
Cc1ccc(N=C2C(=S)N(c3ccc(C)cc3)C(=N)N2/N=C/c2ccc(Cl)cc2)cc1 | -4.8% | -14.8% | -13.4% | -3.5% | 0.4% | 3.1% | -5.1% | 0.3 | 24.4%
CCOc1ccc(NC(=O)c2ccc(-c3nc(COc4ccccc4)c(C)o3)cc2)cc1 | 3.2% | -3.8% | -6.5% | nt | 29.9% | -7.5% | -3.5% | -1.6 | 2.9%
O=C(CCn1nnc2ccccc21)Nc1nnc(Cc2ccccc2)s1 | -7.9% | ? | -27.6% | 17.7% | ? | -16.1% | -3.2% | -0.7 | ?
O=C(c1ccc(C(F)(F)F)cc1)C1CCCN(C(=O)CN2CCCC2=O)C1 (stereo not given) | 17.9% | -4.6% | -3.7% | 1.6% | 9.0% | -3.3% | -17.1% | -10.9 | 53.1%[activator]
O=C(c1ccc[nH]1)N1O[C@@H]2C=C[C@H]1C2 | -3.4% | -18.1% | 1.4% | 7.0% | nt | nt | nt | nt | 32.4%[activator]
Cc1cc(C)cc(OCC(=O)N(C)CC(=O)Nc2ccc(N3CCOCC3)cc2)c1 | i | -7.8% | -8.2% | 43.9% | nt | nt | nt | -10.2 | 34.7%[activator]
Fc1ccc(NC(=S)NCc2ccccn2)cc1 | 1.1% | -10.3% | -9.5% | 1.7% | 35.9% | -1.6% | -8.9% | -11.3 | -3.5%
CC(C)(C)C(=O)CSc1ncnc2c1cnn2Cc1ccccc1 | -0.5% | -18.1% | 4.0% | 9.4% | 10.9% | -8.2% | ? | -23.8 | 15.2%
O=C(Cc1ccc([N+](=O)[O-])cc1)NCc1ccccc1Cl | -10.3% | -22.0% | -12.6% | -0.2% | 53.2% | 1.4% | -10.6% | -10.3 | 21.5%
O=C(COC(=O)c1cc(S(=O)(=O)N2CCOCC2)ccc1F)Nc1ccc2c(c1)OCO2 | i | -2.9% | -2.0% | 12.8% | nt | nt | nt | 0.4 | 13.4%
CN(CCCC1CCCC1)C(=O)c1cc(COc2c(F)cccc2F)on1 | 0.6% | -18.2% | ? | -39.5% | ? | -16.4% | 2.5% | -19.1 | ?
O=C1CCCN1C(=O)CSc1ccc2ccccc2n1 | 4.1% | 1.2% | -16.4% | 10.5% | nt | nt | nt | 7.4 | 1.6%
Cc1cccc(N2CCN(c3ncnc4onc(C)c34)CC2C)c1 (stereo not given) | -5.1% | -16.3% | -2.4% | nt | 31.8% | -1.4% | -3.2% | ? | -12.6%
COc1cccc(C(=O)NNC(=O)c2sccc2-n2cccc2)c1 | -6.5% | -20.0% | 2.0% | -0.2% | -0.7% | -2.7% | -17.0% | -4.7 | 19.3%
Cc1cccc2sc(N(CCN(C)C)C(=O)c3ccc4c(c3)OCCO4)nc12 | 0.8% | -21.8% | -12.0%[60.1 µM] | nt | 1.1% | 1.7% | 51.8%[activator] | -9.3 | -21.8%
Cc1c(CN(C)C(=O)c2nn(C)cc2[N+](=O)[O-])cnn1C | 17.1% | -14.1% | -8.8% | -1.7% | 29.9% | 1.0% | 3.0% | 11.4 | 9.2%
Cc1ccnc(N2C(=O)c3ccccc3C2O)c1 (stereo not given) | ? | 0.4% | -0.9% | 18.5% | 42.9% | -1.4% | -21.4% | -2.9 | -20.2%
